# Rpn11 block = inhibitors of human proteasome Rpn11 | O00487 | human 26S proteasome, Ub4-pepOG fluorescence polarization; 20S core pre-blocked with epoxomicin | calls only at 20 µM | 0.59% of 360,000 active;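 active means inhibition at 20 µM, scaled to each plate's controls, above about 33%, limit read from the data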
# MT1-MMP act inh = inhibitors of human MT1-MMP activation; P50281; HT1080 RFP-PRO-GFP cells, GFP/RFP ratio fluorescence, overnight; percent of plate control window, DMSO zero; GFP/RFP ratio change, % at 20 µM; 0.061% of 360,000 active;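 active means GFP/RFP ratio change of at least 30% with cell ATP level not reduced by more than half and red fluorescence within 50% of control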; further: strong numbers were not always called active
#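 Test system: HT1080 RFP-PRO-GFP cells; Benchmarks: DMSO and RFP-L50D-GFP cell wells; Timing: cells overnight before dosing, compound overnight, 37 °C, 5% CO2; Compound: one 20 µM compound dose with 1% DMSO; Read-out: GFP/RFP fluorescence ratio.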
# MsrA inhibitor = bovine MsrA inhibition. inhibition, % at 15.5 µM. purified bovine MsrA, absorbance read-out. 0.75% of 360,000 active; in the data active means inhibition above about 4.5%;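 further: 0% = vehicle wells with enzyme and 100% = reference inhibitor wells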
# E coli Lon inh = inhibitors of E. coli Lon protease. P0A9M0. purified E. coli Lon protease, fluorescence polarization. AID 602123. 0.42% of 360,000 active. inhibition, % at 7.94 µM; in the data active means inhibition above about 13%, passing the limit was not always enough;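 further: 0% = enzyme with probe and DMSO and 100% = no enzyme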
# FAS TE block = inhibitors of human fatty acid synthase thioesterase domain | P49327 | recombinant FAS-TE, OMFH fluorogenic substrate, fluorescence endpoint | inhibition, % at 15 µM | 0.67% of 360,000 active | AID 602261;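 active means compounds whose normalised, plate-corrected inhibition of enzyme fluorescence in the single-dose primary screen is 50% or more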;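 further: 0% = DMSO with enzyme and 100% = substrate without enzyme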
# Target sequence (P49327 whole entry, looked up, the tested form may be a part): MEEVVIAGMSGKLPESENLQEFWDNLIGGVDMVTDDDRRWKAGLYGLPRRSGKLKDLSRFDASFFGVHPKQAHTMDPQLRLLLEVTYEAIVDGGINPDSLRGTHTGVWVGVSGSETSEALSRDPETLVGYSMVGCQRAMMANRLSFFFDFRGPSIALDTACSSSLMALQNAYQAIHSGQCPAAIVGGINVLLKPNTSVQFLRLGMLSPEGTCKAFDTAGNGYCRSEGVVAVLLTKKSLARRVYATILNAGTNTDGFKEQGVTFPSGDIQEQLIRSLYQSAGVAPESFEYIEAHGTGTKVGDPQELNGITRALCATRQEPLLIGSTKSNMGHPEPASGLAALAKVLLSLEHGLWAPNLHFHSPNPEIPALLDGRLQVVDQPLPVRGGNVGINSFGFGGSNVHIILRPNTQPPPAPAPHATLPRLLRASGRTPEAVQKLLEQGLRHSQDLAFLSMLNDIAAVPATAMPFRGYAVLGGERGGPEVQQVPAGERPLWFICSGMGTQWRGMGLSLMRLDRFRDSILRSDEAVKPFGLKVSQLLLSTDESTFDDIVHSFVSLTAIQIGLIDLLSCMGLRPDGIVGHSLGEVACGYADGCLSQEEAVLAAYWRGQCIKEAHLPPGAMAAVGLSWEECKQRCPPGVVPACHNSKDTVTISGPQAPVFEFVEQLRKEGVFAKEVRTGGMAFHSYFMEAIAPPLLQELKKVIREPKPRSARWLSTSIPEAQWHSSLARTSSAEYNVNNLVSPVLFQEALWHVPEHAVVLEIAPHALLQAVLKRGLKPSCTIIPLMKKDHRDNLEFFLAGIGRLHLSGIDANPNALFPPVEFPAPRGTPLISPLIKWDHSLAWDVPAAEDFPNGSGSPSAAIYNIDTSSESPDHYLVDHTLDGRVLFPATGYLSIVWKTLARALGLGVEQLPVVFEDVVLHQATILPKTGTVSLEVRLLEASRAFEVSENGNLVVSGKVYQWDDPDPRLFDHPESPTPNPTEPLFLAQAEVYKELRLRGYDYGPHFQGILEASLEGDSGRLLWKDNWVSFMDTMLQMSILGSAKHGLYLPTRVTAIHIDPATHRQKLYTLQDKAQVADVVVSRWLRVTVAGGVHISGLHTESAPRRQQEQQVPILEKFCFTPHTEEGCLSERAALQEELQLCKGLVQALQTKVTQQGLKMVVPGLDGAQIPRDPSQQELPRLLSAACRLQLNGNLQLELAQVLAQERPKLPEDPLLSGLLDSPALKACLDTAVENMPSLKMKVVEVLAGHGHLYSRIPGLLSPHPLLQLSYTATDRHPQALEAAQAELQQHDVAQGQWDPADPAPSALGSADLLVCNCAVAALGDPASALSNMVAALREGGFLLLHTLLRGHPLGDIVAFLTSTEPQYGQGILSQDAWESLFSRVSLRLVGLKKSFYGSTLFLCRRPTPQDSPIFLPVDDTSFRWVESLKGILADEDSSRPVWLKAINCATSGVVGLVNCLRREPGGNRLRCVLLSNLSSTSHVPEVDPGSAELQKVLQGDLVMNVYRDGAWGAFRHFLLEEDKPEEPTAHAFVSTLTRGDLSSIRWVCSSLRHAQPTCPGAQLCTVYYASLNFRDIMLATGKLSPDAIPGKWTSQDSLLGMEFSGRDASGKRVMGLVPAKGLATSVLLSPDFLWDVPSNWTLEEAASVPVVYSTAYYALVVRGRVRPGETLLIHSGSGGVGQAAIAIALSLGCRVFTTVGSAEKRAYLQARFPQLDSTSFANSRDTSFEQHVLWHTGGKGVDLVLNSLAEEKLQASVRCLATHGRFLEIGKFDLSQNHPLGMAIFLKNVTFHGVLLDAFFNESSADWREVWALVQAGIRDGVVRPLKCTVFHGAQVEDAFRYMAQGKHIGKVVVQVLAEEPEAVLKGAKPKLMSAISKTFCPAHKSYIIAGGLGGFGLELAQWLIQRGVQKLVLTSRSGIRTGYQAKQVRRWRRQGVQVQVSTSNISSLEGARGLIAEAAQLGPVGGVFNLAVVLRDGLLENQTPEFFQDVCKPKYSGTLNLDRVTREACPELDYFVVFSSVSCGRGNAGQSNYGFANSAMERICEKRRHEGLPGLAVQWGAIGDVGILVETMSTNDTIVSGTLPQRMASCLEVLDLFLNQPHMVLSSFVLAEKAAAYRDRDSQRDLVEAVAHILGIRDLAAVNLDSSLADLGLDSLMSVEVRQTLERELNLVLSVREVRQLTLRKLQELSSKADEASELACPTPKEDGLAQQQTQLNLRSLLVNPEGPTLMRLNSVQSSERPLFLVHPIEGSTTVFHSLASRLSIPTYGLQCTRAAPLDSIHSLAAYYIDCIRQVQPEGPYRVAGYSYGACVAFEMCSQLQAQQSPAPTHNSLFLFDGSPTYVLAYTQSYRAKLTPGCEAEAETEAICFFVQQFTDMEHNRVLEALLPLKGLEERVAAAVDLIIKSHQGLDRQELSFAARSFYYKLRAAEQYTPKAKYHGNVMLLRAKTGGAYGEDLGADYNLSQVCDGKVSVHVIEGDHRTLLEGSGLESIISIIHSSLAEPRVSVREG
# Rin1 Abl inh = inhibitors of human Rin1-Abl protein interaction | 0.4% of 360,000 active | inhibition, % at 7.35 µM | AID 588664 | TR-FRET Rin1/Abl binding, biochemical; in the data active means inhibition above about 5%, passing the limit was not always enough
# bovine MsrA act = activators of bovine methionine sulfoxide reductase A; purified bovine MsrA, absorbance read-out; activation, % at 10.6 µM; 0.3% of 360,000 active; AID 602163; in the data active means activation above about 7.5%;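 further: 0% = vehicle and 100% = reference activator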
# PABP1 MLLE inh = inhibitors of microRNA-mediated deadenylation, human PABP1 MLLE binding; P11940; GST-MLLE / FITC-PAM2 fluorescence polarization; inhibition, % at 20 µM; 0.36% of 360,000 active; in the data active means inhibition above about 35%, passing the limit was not always enough;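 further: plate controls were DMSO wells with GST-MLLE for no effect and wells lacking GST-MLLE protein for full effect; some results filed as inactive read as strong as hits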
# CSN inh = CSN deneddylation inhibition; Q92905; Purified CSN, SCF-Nedd8-OG deneddylation, fluorescence polarization; inhibition, % at 12.5 µM; 0.38% of 360,000 active; AID 651999;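 active means pattern-corrected inhibition above about 35%, with an unprinted fluorescence ratio check between 0.5 and 1.5, limit read from the data, passing the limit was not always enough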;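 further: 0% = enzyme with substrate and 100% = substrate without enzyme; some results filed as inactive read as strong as hits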
#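 Material: human Csn5 produced in HEK293T cells; Input: enzyme 0.24 nM; Reagent: SCFSkp2-Nedd8OG substrate at 10 nM final; Dosing: 12.5 µM compound; Incubation: 90 min reaction at room temperature; Detection: fluorescence polarization of the substrate; Evaluation: % inhibition of substrate cleavage by Csn5; Control set: substrate-only high control, full reaction low control.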
# Numbers without * were called inactive; i = inactive.
# Sample of the layout (2 entries):
mol,FAS TE block,MsrA inhibitor,MT1-MMP act inh,bovine MsrA act,Rpn11 block,PABP1 MLLE inh,E coli Lon inh,CSN inh,Rin1 Abl inh
Cc1cc(C)cc(N=Cc2[nH]c3ccc(Br)c(Cl)c3c2O)c1,-27,0.1,-30,-6,i,-10,-9,-11,-2
C=CCn1c(N)c(C(=O)NC2CCCCC2)sc1=S,2,3.5,4,-3,i,38,-8,2,-3

# The whole of this part, from the start:
mol,FAS TE block,MsrA inhibitor,MT1-MMP act inh,bovine MsrA act,Rpn11 block,PABP1 MLLE inh,E coli Lon inh,CSN inh,Rin1 Abl inh
Cc1cc(C)cc(N=Cc2[nH]c3ccc(Br)c(Cl)c3c2O)c1,-27,0.1,-30,-6,i,-10,-9,-11,-2
C=CCn1c(N)c(C(=O)NC2CCCCC2)sc1=S,2,3.5,4,-3,i,38,-8,2,-3
CCOc1ccc(NC(=O)c2ccccc2O)cc1,-6,1.4,3,-1,i,4,-1,3,0
CCOc1ccc(NC(=O)CC2C(=O)N(C)C(=S)N2CCCc2ccccc2)cc1 (stereo not given),0,-0.9,-4,-3,i,-2,3,-11,1
CC(C)N1CCc2c(sc(NC(=O)c3ccc([N+](=O)[O-])o3)c2C(N)=O)C1,60*,1.3,-46,1,i,-3,3,-1,-16
O=C(COc1cccc(Cl)c1)Nc1ccc(N2CCOCC2)cc1,-4,0.0,3,0,i,-10,5,-1,1
N#CCCn1nc(-c2ccccc2)cc1-n1c(C(F)(F)F)nc2ccccc21,16,-1.8,-7,-5,i,-7,-5,6,-1
O=C(COC(=O)CCc1c[nH]c2ccccc12)Nc1cc([N+](=O)[O-])ccc1Cl,56*,1.8,5,-2,i,-11,-1,-5,4
CN(C)S(=O)(=O)N1CCN(C(=O)c2cccs2)CC1,-8,-1.3,-2,-1,i,-11,-6,1,0
Cc1cccc2[nH]c(CN(C)C(=O)C3CCC(=O)N(C4CC4)C3)nc12 (stereo not given),-6,-1.1,1,2,i,-1,8,3,4
COc1ccc(C(=O)NCCSCc2ccccc2C)cc1,2,-1.3,3,-11,i,0,6,-3,0
COc1ccc(CC(N)c2csc(Nc3ncccn3)n2)cc1 (stereo not given),-8,-0.1,-2,-2,i,0,-5,-1,-3
CC(=O)N[C@@H](Cc1c[nH]c2ccccc12)C(=O)OCC(=O)Nc1ccc(Cl)c(S(=O)(=O)N(C)C)c1,5,0.3,0,-13,i,-27,5,2,1
CCCCn1c(N)c(N(CC)C(=O)CSc2nnc(-c3ccco3)n2CC)c(=O)[nH]c1=O,-6,-1.4,4,-3,i,2,3,-3,-1
CN(C(=O)c1ccc(NC(=O)Cc2cccc(NC(=O)C3CCCN(C(=O)C4CCC4)C3)c2)cc1)C1CC1 (stereo not given),-3,-0.6,5,-5,i,-9,-16,-2,2
CCC1=NN(C(=O)c2cccnc2)C(O)(C(F)(F)F)C1 (stereo not given),-13,0.7,3,-3,i,11,7,-8,2
O=c1[nH]nc(CNc2cccc(C(F)(F)F)c2)c2ccccc12,9,2.9,2,-3,i,-6,0,1,-4
O=c1c2ccc([N+](=O)[O-])cc2ncn1CCOc1ccccc1,22,0.2,1,-3,i,-19,-9,5,-2
CCOc1cc(NC(=O)c2ccco2)c(OCC)cc1NC(=O)c1ccco1,-1,-0.5,2,-1,i,-2,6,4,0
CC1NC(=O)c2cccnc2-n2c1nc1cc(F)ccc1c2=O (stereo not given),-8,-0.4,0,-2,i,-7,6,2,0
CN1CCC(N(C)CC(=O)Nc2ccccc2N2CCOCC2)CC1,-11,0.4,-1,-4,i,-2,1,9,1
Cc1[nH]c2ccccc2c1C1=NNC(=Nc2ccc(F)cc2)SC1,-33,1.0,-13,-3,i,-143,-8,4,-2
COc1ccc(C2=CC(=O)OC(C)(c3ccccc3)O2)cc1 (stereo not given),6,0.7,1,-2,i,-10,-1,5,-2
Cc1ccc(C(=O)Nc2ccccc2-c2ccccc2)cc1S(=O)(=O)Nc1cccc(C)c1C,37,1.6,-28,-2,i,3,-8,8,4
COc1ccc(N(CC(=O)NC2CCCC2)C(=O)Cn2nnc(-c3ccc(OC)c(OC)c3)n2)c(OC)c1,-3,0.0,-5,-2,i,6,8,-2,3
CC(=O)N1CCN(C(=S)Nc2cc(S(=O)(=O)N3CCOCC3)ccc2Cl)CC1,-5,0.6,-1,-1,i,23,-9,5,-1
Cc1nc2ccc([N+](=O)[O-])cc2c(=O)n1Cc1ccc([N+](=O)[O-])cc1,59*,4.3,6,-4,i,9,-2,3,-1
COc1cc2nc(CN(C)Cc3ccc(OC)c(OC)c3OC)[nH]c(=O)c2cc1OC,-3,0.3,-1,-2,i,-6,-5,1,1
Cc1ccc(Nc2nnc(SCC(O)=C(C#N)c3nc4ccccc4[nH]3)s2)c(C)c1,3,0.6,-11,-1,i,-78,-30,10,3
COc1ccc(NC(=O)c2cc(-c3cc(F)ccc3OCC3CCCO3)n[nH]2)c(C)c1 (stereo not given),18,-0.6,-7,-1,i,0,-9,2,-4
Cc1nc(NC(=O)CCN2C(=O)C3CC=CCC3C2=O)sc1C (stereo not given),-1,0.7,4,-5,i,9,1,-5,-1
COc1cccc(Cn2cc(C(=O)NCCN(C)C)nn2)c1,-7,0.3,2,2,i,2,6,2,-1
COc1cc(OC)nc(Oc2ccc(NC(C)=O)cc2)n1,-7,-0.2,0,-3,i,-1,4,0,-2
O=C(CSc1ccccc1)Nc1cc(Cl)ccc1Oc1ccccc1,19,0.2,-6,-1,i,7,2,-16,0
CC(=O)Nc1ccc(SCC(=O)OCC(=O)NC(=O)NCCC(C)C)cc1,-4,1.2,0,-6,i,8,-1,-2,0
COc1ccc2c(c1)-c1nc(N)sc1CC2,-2,-0.9,7,-1,i,-35,-5,4,-2
COc1ccc(Nc2nc(-c3ccccc3)nc3ccccc23)cc1S(=O)(=O)N1CCOCC1,48,2.7,-14,-5,i,6,-3,3,-2
CCn1c(CSc2nnc(-c3ccc4c(c3)OCO4)o2)nc2cc(S(=O)(=O)N(C)C)ccc21,8,0.8,1,1,i,-92,10,-3,-2
CCn1c(C(=O)N2CCC(C(=O)NCc3ccc4c(c3)OCO4)CC2)cc2sccc21,3,-0.2,10,-1,i,-8,-4,2,-2
COCCNC(=O)COc1ccccc1Cl,-7,0.2,1,-1,i,-19,0,2,-3
CCOc1ccc(CSC(CC(=O)O)C(=O)O)cc1 (stereo not given),-6,0.0,4,-7,i,12,-6,-3,2
O=C(NN=C1CCCCCCCCCCC1)c1ccncc1,-2,0.4,1,-2,i,9,2,4,4
CCC/C=N/NC(=O)C1COc2ccccc2O1 (stereo not given),-12,-1.4,3,-8,i,-1,6,0,-2
COc1ccc(Cl)cc1Nc1nc(-c2sc(NC(=O)CC(C)C)nc2C)cs1,0,2.2,6,-4,i,-16,-16,3,1
O=C(CN1C(=O)C2CCCCC2C1=O)Nc1ccccc1C(=O)O (stereo not given),-2,-0.7,0,-1,i,4,-6,-6,-1
COc1ccc(S(N)(=O)=O)cc1C(=O)OCC(=O)N1c2ccccc2NC(=O)C1(C)C,-10,-0.6,-3,-10,i,-8,3,9,0
COC(=O)c1nn(Cc2ccccc2)c(=O)c2ccccc12,1,-0.7,2,-3,i,-29,1,2,1
CC1=C(C)CC(C(=O)NCc2cccc(Cl)c2)C(C(=O)O)C1 (stereo not given),-1,-1.0,-4,0,i,-2,-12,-1,-1
COc1c2ccoc2c(OC(C)=O)c2oc(C)cc(=O)c12,-4,2.9,-6,-2,i,3,1,-2,1
CC(=O)n1c(-c2ccccc2)c(-c2ccccc2)n(C)c1=O,2,0.6,2,-2,i,5,2,-5,1

# The list continues:
mol,FAS TE block,MsrA inhibitor,MT1-MMP act inh,bovine MsrA act,Rpn11 block,PABP1 MLLE inh,E coli Lon inh,CSN inh,Rin1 Abl inh
CCCN(c1nc(C)cc(OC)n1)S(=O)(=O)c1ccccc1,23,-1.1,0,-2,i,-11,-9,-7,3
COc1ccc(/C=N/Nc2nc(C(=O)O)cs2)cc1,5,1.6,-4,-4,i,-2,-2,13,-2
COc1ccc(-n2c(C)cc(/C=C3\SC(=O)NC3=O)c2C)cc1,4,2.2,3,-1,i,-59,-7,1,-1
COc1ccc(-c2noc(CCC(=O)NCCN(C)Cc3ccccc3)n2)cc1,-7,1.7,-1,-3,i,-14,-6,0,-1
O=C(NCCc1ccccc1)C(=O)NCC1CCCN1S(=O)(=O)c1cccs1 (stereo not given),1,0.2,-5,-4,i,-9,2,1,4
CC(C)(C)NC[C@@H](O)COc1cccc2c1CCCC2=O,-1,-0.5,3,-2,i,-4,-10,-2,-3
Cc1ccc(NP(=O)(Nc2ccc(C)cc2)Nc2ccc(C)cc2)cc1,12,1.2,-6,-4,i,3,0,0,1
Cn1c(SCC(=O)Nc2sccc2C#N)nnc1-c1ccccc1,-2,1.2,-5,0,i,-26,-10,2,-1
Cc1ccc(NC(=O)NCc2ccccn2)cc1,-7,1.0,-1,-10,i,10,0,1,-3
Cc1ccccc1-n1ncc2c1CC(C)(C)CC2NC(=O)C1CCC1 (stereo not given),-6,-0.7,-2,-4,i,-8,-8,0,-1
C=CCn1c(SC)nc2sc3c(c2c1=O)CCc1ccccc1-3,34,1.6,-7,-1,i,-10,0,2,0
CN1CCN(C(=S)NC(=O)c2ccc(Cl)cc2)CC1,-2,-0.2,-9,-3,i,29,-3,2,1
c1coc(CNc2nc3sc4c(c3c3ncnn23)CCCC4)c1,7,2.3,6,-11,i,-9,0,-1,-1
COC(=O)c1ccc(COc2ccc(NC(C)=O)cc2)o1,-3,-0.2,-3,-3,i,3,-9,12,-4
COc1cccc(OCc2cc(C(=O)N(C)CCOc3ccc(C)cc3)no2)c1,32,0.7,1,-7,i,-23,20,3,3
COc1ccc(S(=O)(=O)N2CCC(C(=O)c3ccc4c(c3)OCCO4)CC2)cc1,36,1.4,-1,-2,i,6,-1,-6,-1
O=C(CCn1cccn1)Nc1ccc2c(c1)OCO2,-4,-1.1,0,-2,i,5,-8,1,2
Cn1nc(C(=O)NCCN2CCOCC2)c2ccccc2c1=O,-9,-0.5,0,-1,i,16,-20,-6,-1
CC(=O)Nc1ccc(C(=O)NC2CCCC2)cc1,0,-1.5,-3,-3,i,2,-8,0,-1
COc1ccc(C2C(C(=O)c3ccco3)=C(O)C(=O)N2CCc2ccccc2)cc1OC (stereo not given),-4,3.0,3,-10,i,3,0,-3,-6
Cc1ccc(N2CC(C(=O)Nc3nnc(SCC(N)=O)s3)CC2=O)cc1 (stereo not given),-4,1.1,0,-1,i,-63,3,0,-2
COc1ccc(N2CCN(C(CNC(=O)C3CCCCC3)c3cccnc3)CC2)cc1 (stereo not given),-4,0.3,1,5,i,5,-1,0,3
N#C/C(=C\c1c(Oc2ccccc2Cl)nc2ccccn2c1=O)C(=O)NC1CCS(=O)(=O)C1 (stereo not given),2,0.5,-3,-2,i,-1,-1,1,1
Cc1nc(Nc2ccc3c(c2)OCCO3)c2oc3ccccc3c2n1,-14,2.3,10,-11,i,-1,0,-1,-2

# Screening data from PubChem BioAssay.

# Compounds as they come; overall some 3.7% were active at least once.
